From PubChem BioAssay
D1 agonist: Allosteric Agonists of the Human D1 Dopamine Receptor: qHTS | D(1A) dopamine receptor (Homo sapiens), P21728 | HEK293 T-REx D1 cells, calcium flux, agonist mode | activation, % at 2 µM | 360,000 compounds, 1% hits | AID 504660, 2011; in the data active = activation above about 30%; note: 0% is about no effect
Target sequence (P21728 whole entry, looked up): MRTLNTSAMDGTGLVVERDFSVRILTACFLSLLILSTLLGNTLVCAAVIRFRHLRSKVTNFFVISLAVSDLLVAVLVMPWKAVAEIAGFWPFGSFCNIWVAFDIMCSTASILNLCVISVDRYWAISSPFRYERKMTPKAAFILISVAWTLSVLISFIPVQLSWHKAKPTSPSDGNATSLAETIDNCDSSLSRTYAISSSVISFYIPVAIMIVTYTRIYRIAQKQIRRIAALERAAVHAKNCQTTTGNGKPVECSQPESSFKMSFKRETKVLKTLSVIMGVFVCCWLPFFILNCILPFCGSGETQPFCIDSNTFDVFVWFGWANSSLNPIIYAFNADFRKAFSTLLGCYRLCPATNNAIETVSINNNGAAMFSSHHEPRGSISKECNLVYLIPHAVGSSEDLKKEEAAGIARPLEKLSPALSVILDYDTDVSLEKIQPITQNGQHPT
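Agonism was scored from calcium flux recorded over 180 s (1 read/s) after pintool compound addition, following a 10-cycle baseline. Cells were inducible force-coupled HEK293 TREx D1, plated overnight at 30 C and loaded with no-wash calcium dye.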
RXFP1 antagonist: qHTS Assay for Antagonists of the Relaxin Receptor RXFP1. 350,000 compounds, 0.59% hits. activity change, negative = inhibition, % at 57.5 µM. HEK293-RXFP1, relaxin-stimulated cAMP HTRF, 30 min; stronger effect = lower value. AID 1259400, 2018. Relaxin receptor 1 (Homo sapiens), Q9HBX9;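 active = activity change of -60% or lower, but not beyond a set lower limit; inconclusive = change between -60% and -40%, or beyond the set limit; inactive = change above -40%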; note: % is set by controls: 0 for no effect and ±100 for the full control effect
D1 PAM: Potentiators of Human D1 Dopamine Receptor: qHTS; D(1A) dopamine receptor (Homo sapiens), P21728; HEK293 TREx D1 cells, calcium flux, dopamine EC20 potentiation; potentiation, % at 10 µM; 360,000 compounds, 0.036% hits; in the data active = potentiation above about 30%; note: 0% is about no effect
D1 antag: Antagonist of Human D 1 Dopamine Receptor: qHTS; D(1A) dopamine receptor (Homo sapiens), P21728; HEK293 TREx D1 cells, calcium flux, dopamine EC80; stronger effect = lower value; activity change, negative = inhibition, % at 10 µM; 360,000 compounds, 3.2% hits; in the data active = activity change below about -30%; note: % is set by controls: 0 for no effect and ±100 for the full control effect
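After overnight tetracycline induction at 30 C, force-coupled D1 HEK293 cells took up a no-wash calcium dye at room temperature. Compounds were added and monitored 180 s, and the response to EC80 dopamine was then recorded.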
TRHR ag: qHTS for Small Molecule Agonists and Allosteric Enhancers of Human TRH Receptor: Primary Screen for Agonists; 360,000 compounds, 0.18% hits; Thyrotropin-releasing hormone receptor (Homo sapiens), P34981; TRHR cells, calcium flux fluo-8, FDSS agonist mode; activation, % at 2 µM; AID 493084, 2011; in the data active = activation above about 30%; note: 0% is about no effect
Target sequence (P34981 whole entry, looked up): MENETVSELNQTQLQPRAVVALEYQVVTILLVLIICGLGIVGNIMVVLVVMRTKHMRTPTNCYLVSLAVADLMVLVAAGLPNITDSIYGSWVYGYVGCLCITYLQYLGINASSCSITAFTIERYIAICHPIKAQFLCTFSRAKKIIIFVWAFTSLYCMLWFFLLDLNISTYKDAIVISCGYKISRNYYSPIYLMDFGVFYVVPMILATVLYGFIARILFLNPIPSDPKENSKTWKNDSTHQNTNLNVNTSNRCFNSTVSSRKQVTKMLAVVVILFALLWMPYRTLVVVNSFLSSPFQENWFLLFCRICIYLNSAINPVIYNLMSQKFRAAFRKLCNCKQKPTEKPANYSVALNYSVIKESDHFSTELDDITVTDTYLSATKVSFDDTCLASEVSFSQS
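Agonist-mode FDSS calcium read (Ex 480/Em 530, 1 s cycles) in 1536-well TRHR cells with fluo-8 dye, after 10-cycle baseline and 23 nL compound addition; TRH at EC20 (10 nM final) added afterwards for the enhancer phase.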
Apoferritin bind: qHTS Assay for Identification of Novel General Anesthetics; Ferritin light chain (Equus caballus), P02791; apoferritin/1-aminoanthracene competitive binding, fluorescence; Potency, µM (top dose mostly 77.5 µM), for inactives: at the top dose activity change, negative = displacement, most hits filed as inhibitors; 350,000 compounds, 0.074% hits; note: potency is the fitted concentration of half-maximal effect; % is set by controls: 0 for no effect and ±100 for the full control effect; nearly all actives have a fitted effect of over 20% in size
Target sequence (P02791 2-175 limits assumed): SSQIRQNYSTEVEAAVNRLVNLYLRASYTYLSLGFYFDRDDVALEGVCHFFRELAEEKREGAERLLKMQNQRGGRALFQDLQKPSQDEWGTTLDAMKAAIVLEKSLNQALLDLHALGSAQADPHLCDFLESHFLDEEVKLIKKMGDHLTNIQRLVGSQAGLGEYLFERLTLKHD
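Apoferritin-based anesthetic binding model; compound displacement of fluorescent 1-AMA measured as endpoint fluorescence after 10 minutes at room temperature, scaled to free-ligand and complex controls.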
RXFP1 agonist: qHTS Assay for Agonists of the Relaxin Receptor RXFP1 | 370,000 compounds, 0.3% hits | Relaxin receptor 1 (Homo sapiens), Q9HBX9 | HEK293T-RXFP1 cAMP TR-FRET, 30 min; response scale: percent of porcine relaxin response, buffer zero | Potency, µM (titrated, usually from 57.5 µM), inactives show at the top dose activation, most hits filed as activators; note: potency is the fitted concentration of half-maximal effect; % is set by controls: 0 for no effect and ±100 for the full control effect; nearly all actives have a fitted effect of over 60% in size; many of its hits are not listed in these tables
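HEK293T cells stably expressing RXFP1 were pretreated with the PDE4 inhibitor Ro 20174, exposed to compounds for 30 min at 37C, lysed, and cAMP was read by TR-FRET. Data normalized to buffer (basal) and 29 nM porcine relaxin (100%).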
TRHR PAM: qHTS for Small Molecule Agonists and Allosteric Enhancers of Human TRH Receptor: Primary Screen for Enhancers. enhancement, % at 2 µM. 360,000 compounds, 0.66% hits. Thyrotropin-releasing hormone receptor (Homo sapiens), P34981. AID 493056, 2011. TRHR cells, fluo-8 calcium fluorescence, EC20 TRH enhancement; in the data active = enhancement above about 30%; note: 0% is about no effect
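TRHR-expressing cells loaded with fluo-8 calcium dye were read kinetically (ex 480/em 530) during compound addition, then stimulated with an EC20 of TRH (10 nM final). Enhancement of the Gq-mediated intracellular calcium response was scored.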
D2 potentiator: HTS Assay for Positive Allosteric Modulators of the Human D2 Dopamine Receptor: Primary Screen for Potentiators | AID 485347, 2010 | HEK293 T-REx D2, calcium flux, EC20 dopamine potentiation | potentiation, % at 10 µM | D(2) dopamine receptor (Homo sapiens), P14416 | 340,000 compounds, 0.34% hits;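 active = potentiation over 3 SD above the plate norm, cut at about 30% in these data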; note: 0% is about no effect
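Tetracycline-induced HEK293 T-REx cells force-coupled to calcium signalling expressed D2; compounds were pin-added after a 10 s baseline, read kinetically 180 s, then an EC20 dopamine challenge followed with a further 180 s calcium read.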
* marks the source's active call; other numbers are inactive results; ? = inconclusive; · = no result given; & = joins results of further samples. Unless noted, calls come from the whole dose curve; as a rule, active = well fitted curve in the direction sought with a large enough effect; inconclusive = small, poorly fitted or top-dose-only effect, or another doubt; inactive = no such curve, though single readings can be large; an effect the other way counts as inactive or inconclusive. A portion of the library (hit frequency here may not be typical).

Values run as follows: D1 agonist, RXFP1 antagonist, D1 PAM, D1 antag, TRHR ag, Apoferritin bind, RXFP1 agonist, TRHR PAM, D2 potentiator
- O=C(NNC(=O)c1cccc(-n2cccc2)c1)c1ccc(F)cc1
  -1, -6, 4, 16, -1.0, ·, 1.0%, -6, 11
- C/C(=N\NC(=O)CN(c1ccc(Oc2ccccc2)cc1)S(C)(=O)=O)C(C)(C)C
  1, 0, -5, -11, 0.0, -15%, 4.9%, -7, 6
- Cc1nnc(SCC(=O)NCc2ccco2)n1-c1ccc(F)cc1
  0, -13, -1, -1, -0.4, 0%, -0.2%, -4, 2
- COc1ccc(OCC(=O)Nc2cccc3ncccc23)cc1
  0, 2, -2, 7, 0.6, -8%, 3.3%, 1, 1
- Cc1ccc(S(=O)(=O)N2CCN(C(=O)CN3CCc4ccccc4C3)CC2)cc1
  2, -17, -4, -9, -1.6, -20%, 1.4%, -4, -18
- Cc1nn2c(=O)cc(COC(=O)c3ccc(NC(=O)c4cccc(Br)c4)cc3)nc2s1
  0, -10, -1, 0, -1.2, -10%, 21%, 4, 4
- COc1ccc(NC(=O)Cc2ccc(Cl)cc2)cc1NC(=O)c1ccco1
  6, -6, -3, -11, -1.5, ?, 0.0%, -2, -9
- O=C(Nc1ccc(C(=O)N2CCCC2)cc1)c1ccccc1F
  4, -4, -10, 1, -0.8, -12%, 0.1%, 4, 9
- CCN(CC)c1ccc(C(=O)Nc2ccccc2)cc1[N+](=O)[O-]
  -2, -15, -1, ·, -1.1, -23%, 3.3%, -4, 0
- O=C(NC1CCCC1)c1cccc(Cl)c1
  4, -1, 1, -11, 0.0, -9%, 1.0%, 2, 10
- Cc1noc(C)c1COc1ccccc1C(=O)N(C)CC(=O)Nc1ccc(Cl)c(Cl)c1
  5, -28, -14, -24, -0.5, ·, 0.1%, -1, 9
- O=C(O)CCCCCNC(=O)c1ccccc1
  1, -7, -5, -12, 0.1, -14%, 0.1%, -5, 0
- Cc1cc(C)nc(NC(=O)c2c(Cl)cccc2Cl)n1
  1, 12, -6, -15, -3.5, -3%, -0.5%, -1, -1
- O=C(CCc1ccc(S(=O)(=O)N2CCOCC2)cc1)Nc1ccc2c(c1)OCCO2
  2, 3, -5, -6, -0.9, -4%, -0.6%, -11, -5
- COc1ccc(CCNC(=O)c2ccc(Cn3c(=O)c4ccccc4n(Cc4ccc(F)cc4Cl)c3=O)cc2)cc1OC
  -1, ·, 1, 9, -0.1, -8%, 5.0%, 0, -1
- Cc1oc(-c2ccccc2Cl)nc1CS(=O)(=O)CC(=O)NCCc1ccccc1
  1, 0, -2, -3, -0.2, -23%, 1.4%, -2, 0
- Cc1noc(C)c1COc1ccc2ccc(=O)oc2c1
  6, -4, -14, -5, -0.1, -2%, -0.4%, 0, 3
- Cc1ccc(-c2csc(NC(=O)c3cccc(N4C(=O)CCC4=O)c3)n2)o1
  1, ·, -4, -12, -0.5, -11%, -2.9%, -10, -18
- COc1ccc(CCNC(=O)CCc2c(C)nc3cc(-c4ccccc4)nn3c2C)cc1OC
  5, ·, -5, -8, -0.2, 4%, 0.9%, 1, -1
- COC(=O)C1=C(CSCc2ccccc2)NC(=O)NC1c1cc(C)ccc1C (configuration not stated)
  4, -5, -3, 1, -0.7, -18%, 0.0%, 1, 22

Further entries follow:
Values run as follows: D1 agonist, RXFP1 antagonist, D1 PAM, D1 antag, TRHR ag, Apoferritin bind, RXFP1 agonist, TRHR PAM, D2 potentiator
- CCNC(=O)COC(=O)c1csc2c1CCCC2
  3, -17, -4, 12, -0.5, -12%, 1.7%, 1, -2
- CCc1ccc(-c2cn3c(n2)sc2cc(C(=O)NC4CCCCCC4)ccc23)cc1
  -2, 2, 3, -6, -0.7, -9%, 12%, -3, 8
- COc1cc(OC)c(CN2CCC(CO)(CCOc3ccccc3)CC2)c(OC)c1
  5, -7, -6, 3, 0.9, -11%, 1.8%, -4, -7
- Cc1cccc(C(=O)Nc2ccccc2C(=O)OCc2cc(=O)n3nc(C4CC4)sc3n2)c1
  0, -1, 2, 1, 1.4, 5%, ?, -4, 6
- COc1ccc(CCNC(=O)CS(=O)Cc2nc(-c3ccc(C)cc3)oc2C)cc1OC (configuration not stated)
  -1&1, -6&5, 2&-2, -6&-12, 1.5&0.1, -12%&-7%, 3.7%&1.0%, 4&6, 5&4
- COc1ccc(N2CCN(C(=O)c3ccc(Nc4nc5ccccc5n5nnnc45)cc3)CC2)cc1
  1, -4, 1, 6, 0.4, -2%, 0.8%, -4, -2
- Cc1ccc(C)c(NC(=O)CCc2c(C)n(C)c3cc(-c4ccccc4C)nn3c2=O)c1
  1, 5, -3, 15, -0.9, -11%, 22%, -2, 6
- O=C(CNC(=O)c1ccccc1Cl)c1ccccc1
  0, 1, -2, 26, 0.2, 0%, -1.2%, -4, 1
- COc1ccc2c(C)cc(N3CCN(Cc4ccccc4)CC3)nc2c1
  0, -7, -4, 12, -0.2, 4%, 8.7%, -6, -13
- O=C1CN(C(=O)CSc2nncn2-c2ccccc2)c2ccccc2N1
  2, -6, 0, -6, 0.2, -10%, 0.7%, 7, 14
- CC(C)Cn1c(=O)c2ccccc2n2c(CCC(=O)Nc3cccc(Cl)c3)nnc12
  0, -22, -3, -4, -0.1, -7%, 3.0%, -2, 10
- CC(=O)Nc1ccc(C(=O)OCCC(C)C)cc1
  3, -2, 7, 2, 1.8, ?, -1.0%, -2, 1
- COc1cccc(C2C=C(c3ccc(C)cc3)Nc3c(C(=O)Nc4ccc(F)cc4)cnn32)c1OC (configuration not stated)
  6, -7, -7, -10, 2.7, -6%, 0.7%, 9, -4
- c1ccc(-c2ncnc3nc4n(c23)CCC4)cc1
  -1, 3, -8, -11, -0.4, -7%, 9.7%, -7, -2
- COCc1ccc(CN2CCC(n3nccc3NC(=O)C(OC)c3ccccc3)CC2)o1 (configuration not stated)
  0, -26, 13, 11, 0.9, -4%, -2.5%, 1, 0
- CCOc1ccc(N2C(=O)C(CC(=O)Nc3ccc(F)cc3)N(Cc3ccccn3)C2=S)cc1 (configuration not stated)
  0, -10, 0, -9, 0.7, -11%, 1.0%, 2, ·
- CCOC(=O)C1CC(c2ccc(Cl)cc2)=NNC1=O (configuration not stated)
  2, 3, -1, -20, 0.0, -13%, 0.6%, 9, 3
- ON(Cc1c(F)cccc1Cl)Cc1c(F)cccc1Cl
  4, 2, 1, -19, 0.6, -17%, 0.3%, -9, -9
- COc1ccc(S(=O)(=O)NCC(c2ccc(N(C)C)cc2)N2CCCC2)cc1 (configuration not stated)
  0, -24, 0, -4, -0.8, -9%, 1.2%, 6, -3
- Cc1csc(NC(=O)c2ccccc2O)n1
  6, -1, -2, -5, -3.0, 3%, -0.4%, 2, 3

Next entries follow.
Values run as follows: D1 agonist, RXFP1 antagonist, D1 PAM, D1 antag, TRHR ag, Apoferritin bind, RXFP1 agonist, TRHR PAM, D2 potentiator
- CCOc1cc2[nH]c(=O)n(CCCCC(=O)N3CCN(c4ccc(OC)cc4)CC3)c(=O)c2cc1OCC
  -2, 0, -1, -9, -0.7, 4%, 3.6%, 0, ·
- CCN(CC)S(=O)(=O)c1cccc(C(=O)Nc2nncs2)c1
  0, -8, -5, -11, 0.8, -8%, 4.2%, -3, 4
- COc1ccc(CCn2c(-c3cc([N+](=O)[O-])cc([N+](=O)[O-])c3)nc3nc4ccccc4nc32)cc1
  0, -1, -4, 4, 0.0, -5%, 0.1%, 4, 0
- CSc1ccccc1OCc1cc(C(=O)N2CCN(C3CCCC3)C(=O)C2)no1
  -1, -2, 1, 0, -0.2, -21%, -0.9%, 3, 4
- COc1ccc(C2CC(=O)C=C(NCCC(C)C)C2)cc1 (configuration not stated)
  1, -27, -4, -2, -0.6, 6%, -0.7%, 5, 2
- CNC(=O)c1ccc(NC(=O)c2nsc3ccccc23)cc1
  4, -3, -2, -4, -1.1, -11%, 0.0%, -4, -3
- CCCn1c(CCc2ccccc2)n[nH]c1=S
  3, -9, 0, -1, -0.1, -14%, -1.5%, 4, -1
- O=C(Nc1cccc(Br)c1)c1cc(-c2ccc3c(c2)OCCO3)on1
  16, ·, -2, -41*, -0.7, -11%, -0.4%, 5, -18
- COc1ccc(N=C2CCCN2CC(N)=O)cc1
  2, 6, 5, -7, 0.5, -3%, 0.7%, 5, -9
- CC(=O)Nc1ccccc1NS(=O)(=O)c1ccccc1[N+](=O)[O-]
  -1&4, 3, -9&-6, 3&0, 0.0&-0.6, -4%, -3.3%, 2&3, 19
- Clc1ccc(-c2[nH]ncc2N=Nc2ccccc2)cc1
  8, -8, 15, 0, -0.1, -19%, 1.7%, 0, 9
- CN(CC(=O)Nc1ccc(F)cc1)C(=O)CCc1nc2ccccc2c(=O)[nH]1
  5, -10, 1, -5, 1.2, ·, 0.6%, 21, -12
- Cc1ccc([N+](=O)[O-])cc1NC(=O)C1CCCC1
  0, -6, -6, -21, 1.1, -8%, -1.2%, 1, -1
- COc1ccc(C2c3c(oc4ccccc4c3=O)C(=O)N2c2nc(C)c(C)s2)cc1 (configuration not stated)
  0, 2, 1, 2, 0.5, -10%, 0.5%, 10, 0
- Nc1cc(S(=O)(=O)Nc2ccc(Br)cc2)ccc1Cl
  18, -18, -7, -1, 1.4, -10%, 0.0%, 8, 3
- COc1ccc(CNC(N)=O)cc1OC
  1, -2, -3, -7, 0.1, -1%, 0.3%, 1, -4
- Cc1cc2c(cc1C)NC(CC(=O)Nc1cccc(C)c1C)C(=O)N2 (configuration not stated)
  3, ·, 6, 12, 0.2, -3%, 0.2%, 1, 2
- CC1CCCN(C(=O)c2ccc(COc3ccccc3Br)cc2)C1 (configuration not stated)
  14, -23, -6, 0, 0.7, ?, -0.2%, -5, 5

Some values from the list:
D2 potentiator, `Cc1ccc(C)c(NC(=O)CCc2c(C)n(C)c3cc(-c4ccccc4C)nn3c2=O)c1` stands at 6
Apoferritin bind, `Cc1noc(C)c1COc1ccc2ccc(=O)oc2c1` stands at -2%
